Abeta yeast res: A-beta toxicity reversal in yeast | yeast expressing A-beta42, growth rescue, OD600, 48 h; response scale: 0% DMSO, 100% iron-clioquinol control | Potency, µM (highest dose often 46.1 µM), without a hit: top-dose growth rescue, hits mostly activators | 410,000 tested, 0.063% active; note: potency is the fitted concentration of half-maximal effect; nearly all actives have a fitted effect of over 55% in size
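Yeast growth medium received pinned compounds, then yeast cells expressing toxic A-beta were added; plates incubated at 30 C for 48 hr. Growth read as absorbance at 600 nm, normalized to DMSO and equimolar FeCl3 plus clioquinol controls.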
aSyn rescue: alpha-synuclein toxicity inhibition in yeast; Yeast expressing alpha-synuclein, growth rescue, BacTiter-Glo, 24 h; 370,000 tested, 0.14% active; Potency, µM (highest dose often 46.1 µM), without a hit: at the top dose growth rescue (activation), usual class: activators; note: potency is the fitted concentration of half-maximal effect; % of control where 0% means no effect; nearly all actives have a fitted effect of over 65% in size
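Rescue of yeast growth: cells expressing toxic alpha-synuclein, induced in galactose at OD600 0.02, incubated with compound 24 h at 30 C. ATP luminescence quantified growth; inhibitors of toxicity appear as activators.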
EPAC2 antagonist: blocks human EPAC2 exchange factor; EPAC2 GEF exchange of Rap1B-BODIPY-GDP, fluorescence; Potency, µM (titrated, usually from 114 µM), for inactives: top-dose activity, negative = inhibition, hits mostly inhibitors; 360,000 tested, 0.18% active; AID 720708; note: potency is the fitted concentration of half-maximal effect; % is set by controls: 0 for no effect and ±100 for the full control effect; nearly all actives have a fitted effect of over 45% in size; many of its hits are not listed in these tables
D3 ag: D3 dopamine receptor (human) agonism | D3R DiscoveRx beta-arrestin cells, luminescence, 90 min | max activation, % | 410,000 tested, 0.58% active | P35462; in the data active = max activation above about 30%; note: 0% is about no effect; mostly tested at two doses, the higher about 12 µM
Target sequence (P35462 whole entry, looked up): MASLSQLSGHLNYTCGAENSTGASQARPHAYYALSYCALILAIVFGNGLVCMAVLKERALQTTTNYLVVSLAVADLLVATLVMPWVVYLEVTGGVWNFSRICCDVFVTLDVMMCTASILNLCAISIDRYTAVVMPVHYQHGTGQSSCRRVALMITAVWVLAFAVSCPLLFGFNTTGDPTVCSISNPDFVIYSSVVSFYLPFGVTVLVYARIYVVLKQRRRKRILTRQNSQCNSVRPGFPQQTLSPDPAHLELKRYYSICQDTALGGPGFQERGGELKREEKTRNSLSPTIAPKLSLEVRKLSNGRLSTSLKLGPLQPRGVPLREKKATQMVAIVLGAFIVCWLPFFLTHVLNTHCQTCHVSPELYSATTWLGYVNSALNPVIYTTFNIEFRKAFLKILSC
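Agonist mode: compounds and dopamine controls were applied to plated cells for 90 min at 37 degrees C after an overnight attachment at 1500 cells/well. Luminescent read-out followed 30 - 60 minutes at room temperature with DiscoveRx detection reagent.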
FUS yeast rescue: suppressors of FUS proteinopathy in yeast; S. cerevisiae FUS-expressing, growth rescue, OD600, 24 h; Potency, µM (titrated, usually from 76.6 µM), without a hit: at the highest dose growth rescue (activation), actives largely listed as activators; 390,000 tested, 0.24% active; AID 1347120;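 note: potency is the fitted concentration of half-maximal effect; plate controls were DMSO vehicle for no effect and reference control for full effect; nearly all actives have a fitted effect of over 55% in size; some results filed as inactive show a strong effect at the top dose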
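Yeast expressing FUS under galactose induction, OD 0.005 in 2% galactose medium; compounds in a dilution series, 24 h at 30C. Growth rescue by absorbance at 600 nm; CP55940 positive control, DMSO negative.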
EPAC2 ag: activates human EPAC2 exchange factor | 360,000 tested, 0.079% active | EPAC2 activation, biochemical qHTS; response scale: 100% = 6.5 mM cAMP response | Potency, µM (series often up to 154 µM), without a hit: top-dose activation, usual class: activators; note: potency is the fitted concentration of half-maximal effect; nearly all actives have a fitted effect of over 50% in size
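Compounds were added across a concentration range to EPAC2 (100 nM), RAP1B-BODIPY-GDP (250 nM) and GDP (50 uM). After 5 min at room temperature, fluorescence was recorded at 5-min intervals for 30 min.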
D3 antag: antagonists of human D3 dopamine receptor; P35462; D3R cells, DiscoveRx beta-arrestin luminescence, antagonist mode; hits give low values; max response, negative = inhibition, %; 360,000 tested, 2.5% active; AID 652054; in the data active = max response below about -50%; inconclusive = no clear call, values can overlap the other calls; note: % is set by controls: 0 for no effect and ±100 for the full control effect; mostly tested at two doses, the higher about 12 µM
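Cells expressing the human receptor were seeded at 1500 cells/well, incubated overnight at 37 degrees C in 5% CO2, then exposed to library compounds with dopamine controls for 90 minutes at 37 degrees C before luminescent detection.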
TDP-43 yeast inh: inhibitors of TDP-43 toxicity in yeast; Potency, µM (top dose mostly 46.1 µM), for inactives: at the highest dose growth rescue (activation), usual class: activators; 410,000 tested, 1.8% active; TDP-43 expressing yeast growth rescue, BacTiter-Glo, 24 h; note: potency is the fitted concentration of half-maximal effect; % of control where 0% means no effect; nearly all actives have a fitted effect of over 50% in size
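Galactose-induced TDP-43 yeast, OD600=0.02, compound pinned; 24 hr, 30 deg C; BacTiter-Glo luminescence for growth. Inhibitors of TDP-43 toxicity read as activators.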
Starred values were filed as active, the others as inactive; ? = inconclusive; . = not tested or not shown; & = joins results of further samples; [ ] = another dose, or the depositor's remark. Unless noted, calls come from the whole dose curve; as a rule, active = well fitted curve in the direction sought with a large enough effect; inconclusive = small, poorly fitted or top-dose-only effect, or another doubt; inactive = no such curve, though single readings can be large; an effect the other way counts as inactive or inconclusive. Not all compounds are listed (hit frequency here may not be typical).

entry	SMILES	Abeta yeast res	aSyn rescue	EPAC2 antagonist	D3 ag	FUS yeast rescue	EPAC2 ag	D3 antag	TDP-43 yeast inh
1	Cc1ccc(S(=O)(=O)N2CCN(C(=O)Cn3nc(C)c([N+](=O)[O-])c3C)CC2)c(C)c1	-5%	4%	-7%	-3	13%	-4%	-4	15%
2	COc1ccc(/C=C2\SC(=O)N(CC(=O)Nc3ccc(F)cc3)C2=O)cc1O	-3%	-4%	1%	-1	3%	1%	1	19%
3	OC(c1cccc(Cl)c1)c1nc(-c2csc3ccccc23)cs1 (stereo not given)	?	-14%	-11%	0	13%	5%	0	0%
4	CCC(Cc1ccccc1)NC(=O)C1CCC(CNc2c(N3CCCC3)c(=O)c2=O)CC1 (stereo not given)	-22%	-1%	-3%	-3	5%	-7%	-21	-2%
5	NC(=O)CC(NC(=O)c1ccc(Br)cc1)c1ccc(N2CCN(c3ccc(F)cc3)CC2)c([N+](=O)[O-])c1 (stereo not given)	-12%	-1%	20%	-6	?	2%	?	7%
6	O=C(COC(=O)Cc1ccc(Br)cc1)NCc1cccs1	-15%	-13%	2%	2	2%	1%	5	0%
7	O=C(Nc1nc(-c2nc3ccccc3s2)cs1)c1ccc(S(=O)(=O)N2CCOCC2)cc1	6%	1%	-2%	51*	29%	8%	48	-14%
8	CC(C)C[C@H](NC(=O)N1c2ccccc2NC(=O)[C@@H]1C(C)C)C(=O)N[C@@H](Cc1ccccc1)C(=O)O	-9%	1%	8%	15	5%	-3%	5	12%
9	O=C(NC1CCCCC1)c1ccc(NS(=O)(=O)c2cccc3cccnc23)cc1	0%	0%	1%	5	3%	7%	-26	-4%
10	NC(=O)CSc1ccc(Br)cc1	-11%	-19%	14%	4	-18%	9%	8	11%
11	COc1cccc2cc(C(=O)OC3CCN(C)CC3)c(=O)oc12	-11%	-3%	-5%	-7	-10%	2%	2	8%
12	CC1CCCN(C(=O)c2cc3c(Cl)nc4ccccc4c3s2)C1 (stereo not given)	-14%	.	.	8	36%	.	.	20µM*
13	CCOc1ccc(NC(=O)CN(C)C(=O)c2c(-c3ccccc3)noc2C)cc1OCC	-11%	-8%	5%	1	-2%	7%	14	-3%
14	CC1CCN(CCNC(=O)C2CCN(S(=O)(=O)c3cccc4nsnc34)CC2)CC1	-6%	-2%	5%	-12	-30%	7%	-27	-18%
15	Cc1ccc(NC(=O)N(CCC(=O)O)Cc2ccccc2)cc1	-7%	-4%	7%	5	1%	6%	6	15%
16	COC(=O)c1cc(C(=O)OC)cc(-n2c(C)cc(C=O)c2C)c1	3%	8%	-1%	3	8%	1%	15	26%
17	O=C(CN1C(=O)S/C(=C/c2cccs2)C1=O)N1CCOCC1	-5%	3%	3%	6	8%	11%	-2	5%
18	N#C/C(=C(O)\C=C\c1ccccc1)c1nc2ccccc2[nH]1	5%	-9%	8%	-5	-2%	2%	-24	15%
19	COc1ccc(C(=O)CCC(=O)N2CCN(c3cccc(Cl)c3)CC2)cc1	-32%	14%	8%	-1	43%	27%	17	14%
20	Cc1nnc(N2CCCC(C(=O)Nc3cc(F)ccc3F)C2)c2nn(-c3ccccc3)c(C)c12 (stereo not given)	-8%&-12%	9%	14%	16&19	3%&27%	-12%	133	12%&-3%
21	Cc1ccc(NC(=O)COC(=O)CSC(=S)N2CCOCC2)cc1	3%	5%	5%	1	-4%	2%	27	7%
22	OC(COc1ccc2ccccc2c1Br)Cn1ccnc1 (stereo not given)	6%	0%	22%[57.1 µM]	-11	18%	-16%	0	-27%
23	CCOC(=O)C1(CCc2ccccc2)CCN(C(=O)C2CCCO2)CC1 (stereo not given)	8%	5%	-11%	20	7%	4%	4	2%
24	Cc1cc(C)c2cc(C#N)c(NCCNC(=O)c3ccccn3)nc2c1	-10%	?	1%	4	-3%	6%	2	18%
25	Cc1sc2nc(COC(=O)C(NC(=O)c3ccc(Cl)cc3Cl)C(C)C)[nH]c(=O)c2c1C (stereo not given)	-6%	1%	12%	-3	.	-7%	8	-22%

Two compounds drawn at random from the list so far, as already listed:
entry	SMILES	Abeta yeast res	aSyn rescue	EPAC2 antagonist	D3 ag	FUS yeast rescue	EPAC2 ag	D3 antag	TDP-43 yeast inh
22	OC(COc1ccc2ccccc2c1Br)Cn1ccnc1 (stereo not given)	6%	0%	22%[57.1 µM]	-11	18%	-16%	0	-27%
23	CCOC(=O)C1(CCc2ccccc2)CCN(C(=O)C2CCCO2)CC1 (stereo not given)	8%	5%	-11%	20	7%	4%	4	2%

Given with values under each structure: entries from further up
Results follow in this order: Abeta yeast res	aSyn rescue	EPAC2 antagonist	D3 ag	FUS yeast rescue	EPAC2 ag	D3 antag	TDP-43 yeast inh
21) Cc1ccc(NC(=O)COC(=O)CSC(=S)N2CCOCC2)cc1
    3%	5%	5%	1	-4%	2%	27	7%
22) OC(COc1ccc2ccccc2c1Br)Cn1ccnc1 (stereo not given)
    6%	0%	22%[57.1 µM]	-11	18%	-16%	0	-27%
23) CCOC(=O)C1(CCc2ccccc2)CCN(C(=O)C2CCCO2)CC1 (stereo not given)
    8%	5%	-11%	20	7%	4%	4	2%
24) Cc1cc(C)c2cc(C#N)c(NCCNC(=O)c3ccccn3)nc2c1
    -10%	?	1%	4	-3%	6%	2	18%

Further records follow.
entry	SMILES	Abeta yeast res	aSyn rescue	EPAC2 antagonist	D3 ag	FUS yeast rescue	EPAC2 ag	D3 antag	TDP-43 yeast inh
26	COCCCNC(=O)CCc1c(C)nc2nc(-c3cc(OC)cc(OC)c3)nn2c1C	9%	.	.	1	1%	.	.	11%
27	CCNC(=S)Nc1ccc2c(c1)c(=O)n(C)n2CC=C(C)C	-13%	-4%	-5%	8	-1%	6%	4	22%
28	COc1ccccc1CNc1nc(-c2ccco2)nn1C(=O)c1ccccc1[N+](=O)[O-]	-7%	.	.	1	0%	.	.	-1%
29	O=C1NC(=S)NC(=O)C1Nc1ccc(Cl)cc1	-1%	-10%	9%	-16	-18%	7%	-24	-21%
30	O=C1OCCC1=CN1CCCCC1	11%	5%	4%	4	-10%	13%	11	0%
31	CCOc1c(CNCCCSc2nc(C)cc(C)n2)cccc1OC	5%	5%	5%	-8	-6%	4%	-1	10%
32	CN1CCN(C(=O)c2ccc3c(Cl)c4c(nc3c2)CCCC4)CC1	-8%	-6%	11%	2	20%	5%	-8	7%
33	O=C(CCSCc1ccccc1Cl)N1CCN(c2ccccn2)CC1	3%	4%	0%	3	7%	-1%	-2	-6%
34	CCOC(=O)CC(=O)CSc1[nH]c(=O)cc(C)c1C#N	1%	-6%	4%	-4	15%	3%	-11	-4%
35	O=C(COc1ccc(Cl)cc1)Nc1ccc2oc(-c3ccncc3)nc2c1	17%	5%	6%	-10	?	-3%	9	-8%
36	CCOC(=O)N1CCC(N2Cc3cccc(C(=O)O)c3C2=O)CC1	-10%	-5%	21%	5	-24%	1%	-2	2%
37	C/C=C/c1ccc(OCCCCOc2c(OC)cccc2OC)c(OC)c1	-1%	-16%	-14%	-7	29%	13%	12	5%
38	CN(Cc1ccccc1)C1(CNC(=O)CCC(F)(F)F)Cc2ccccc2C1	8%	2%	0%	-7	-1%	-2%	9	-12%
39	COc1ccccc1NC(=O)CCN1C(=O)c2ccccc2S1(=O)=O	-2%	0%	-6%	10	8%	2%	9	-15%[0.397 µM]
40	OC(COc1ccc(OCc2ccccc2)cc1)CN1CCOCC1 (stereo not given)	3%	1%	4%	15	-16%	1%	-19	-7%
41	COC(=O)c1ccccc1NC(=O)CSc1nc2c(c(=O)[nH]1)CCC2	1%	5%	-13%	16	6%	4%	39	-5%
42	COC(=O)C1=C(C)N(C)C(=O)/C1=C\c1cccs1	-4%	10%	3%	-10	-2%	-5%	-26	?
43	Oc1c(C(c2ccccc2Cl)N2CCCC2)ccc2cccnc12 (stereo not given)	-59%[inhibitor]	10%	-24%	-7	1%	13%	-53*	-50%[inhibitor]
44	O=C(CSc1nc2c(cnn2-c2ccccc2)c(=O)[nH]1)NCC1CCCO1 (stereo not given)	-4%	-1%	9%	4	14%	2%	1	-14%
45	C/C(N)=C(/C#N)C(=O)CN1C(=O)NC(Cc2c[nH]c3ccccc23)C1=O (stereo not given)	-1%	-6%	0%	5	10%	0%	7	5%
46	CN(Cc1ccon1)Cc1cn[nH]c1-c1ccc(-c2ccccc2)cc1	-24%	11%	5%	3	3%	9%	19	-12%[0.397 µM]
47	Cn1cc(S(=O)(=O)N2CCCC2)cc1C(=O)N1CCN(c2cccc(Cl)c2)CC1	3%&-7%	2%	3%	4&4	32%&40%	5%	6	15%&22%
48	CC(OC(=O)/C=C/c1ccc2ccccc2n1)C(=O)Nc1ccc(S(N)(=O)=O)cc1 (stereo not given)	-18%	0%	3%	-6	45%	9%	-26	-2%
49	O=C(NC1CCCCC1)C(c1ccccn1)N(C(=O)Cc1cccs1)c1ccc(Cl)cc1 (stereo not given)	-3%	23%	-3%	-3	29%	16%	-16	-30%
50	COc1ccc(-n2cc(C(=O)Nc3ccccc3C#N)c3ccccc3c2=O)cc1	-3%	.	.	-8	-17%	.	.	9%
51	Cc1cc(NC(=O)C2CC2)ncc1NC(=O)C12CC3CC(CC(C3)C1)C2	-4%	4%	15%	9	13%	-3%	6	23%
52	Nc1nncn1C(=O)CCCOc1ccccc1	14%	2%	0%	1	11%	6%	26	11%
53	Nc1nnc(-c2ccccc2Cl)s1	10%[9.22 µM]	2%	0%	6	-30%	2%	-24	-1%
54	O=C(OCCN1C(=O)c2ccccc2C1=O)c1cccs1	-4%	0%	-5%	7	11%	-10%	7	7%

Source: PubChem (National Center for Advancing Translational Sciences (NCATS))
